Dynein transport = inhibitors of GR-EGFP nuclear translocation, primary screen, dynein cargo transport inhibitor project, imaging, high-content, 3617.4 mouse cells; z-score, hits read low; hit rate 0.47% among 220,000; test concentration mostly 20 µM; stimulated with dexamethasone, 1 µM; hits give low values;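 active means plate z-score of nuclear minus cytoplasmic receptor signal below a set negative limit, without overly bright fluorescence or cell loss, cut at about -3.5 in these data, passing the limit was not always enough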;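 further: z-score of nuclear minus cytoplasmic ring GR-EGFP intensity difference per well; some compounds called inactive have numbers as strong as hits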
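Buffer or medium: tet-free medium with charcoal-stripped serum / Also added: dexamethasone agonist, 1.0 µM final, for 30 min / Timing: induction 48 h, compound 1 h, agonist 30 min / Measured by: high-content fluorescence imaging after fixation / Read-out: nuclear-to-cytoplasmic GR-EGFP distribution per well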
Myeloid diff 2 = induction of myeloid progenitor differentiation, primary screen, cell-based, flow cytometry, MLPCN library. ER-HoxA9 myeloid progenitors, lysozyme-GFP differentiation. calls only at 10 µM. hit rate 1% among 360,000. AID 624256, 2012;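 active means normalized GFP-positive differentiation at or above the plate's own cutoff, the solvent-only control mean plus 3 SD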;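 further: cells exposed to compound for four days before flow analysis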
Ins promoter up = insulin promoter activators in MIN6 cells, imaging, high-content screening, mouse beta cells; MIN6 insulin promoter-GFP reporter; hits give high values; z-score at 5 µM; hit rate 0.3% among 190,000; AID 1625, 2009;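 active means z-score above 3 at 5 µM with at least 500 cells counted in the well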
bCat nuc transl = modulators of beta-catenin nuclear translocation, primary screen, imaging, HeLa cells, immunofluorescence, high-content; nuclear translocation activity, % at 5 µM; hit rate 0.3% among 190,000; AID 1665, 2009;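 active means nuclear translocation activity above 50% at 5 µM, with a well cell count of 50 or more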;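 further: per-cell ratio of nuclear to cytoplasmic median beta-catenin stain intensity; plate controls were DMSO negative control for no effect and GSK-3 inhibitor IX positive control for full effect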
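assay system = human HeLa cells, endogenous beta-catenin | times = compound treatment 24 h, 37°C, 5% CO2 | detection = Anti-beta-catenin immunofluorescence on PFA-fixed, Triton-permeabilized cells, DAPI nuclei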
TNAP activation fold = human TNAP enzyme activators, primary screen, biochemical, luminescent, no phosphate acceptor, uHTS (AID 1001); Alkaline phosphatase, tissue-nonspecific isozyme (Homo sapiens); purified TNAP, luminescent activation assay, no phosphate acceptor; higher activation fold means a stronger effect; activation fold at 20 µM, or EC50 in µM where a hit was titrated; hit rate 0.03% among 200,000; in the data active means activation fold from about 3, or a potency from the dose series; inactive means the rest, 99 in 100 with activation fold below about 1.6; further: many of its hits are not listed in these tables
Hep lipid drop = inhibitors of hepatocyte lipid droplet formation, primary screen, imaging, high-throughput imaging, BODIPY stain | inhibition, % at 6.5 µM | AML12 mouse hepatocytes, oleate lipid droplets | hit rate 0.4% among 240,000;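 active means lipid droplet intensity inhibited by at least 50%, with more than 500 cells counted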
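Assay system: AML12 mouse liver cells | Compound: 6.5 µM single-point dosing | Schedule: Overnight exposure | Technique: Fluorescence imaging, 20x objective, two fields per well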
T cell modulator = modulators of CD8 T cell-vesicle binding, primary screen, mouse 2C CD8+ T cells, flow cytometry; calls only at 7 µM; AID 2052, 2009; 2C CD8+ T cell-vesicle binding; hits give low values; hit rate 0.068% among 330,000;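 active means response, share of CD8 T cells binding vesicles, and their 90th percentile fluorescence all below set limits, cut at about 80% in these data, passing the limit was not always enough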
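incubation = binding step 1.5 h, 37 °C, antibody labelling 20 min, ice | test system = 2C mouse CD8+ T cells | read-out basis = percent CD8+ FL2 mean versus row control | controls = Peptide-free naked vesicles (low) and QL9 vesicles with 0.7% DMSO vehicle (high) | detection = flow cytometry of vesicle-bound cells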
MT stabilize HCS = microtubule stabilizers in HeLa cells, primary screen, imaging, high-content imaging; HeLa tubulin immunostaining HCS, 24 h; share of cells brighter than vehicle mean+2SD; % tubulin-high responders, % at 10 µM; hit rate 0.83% among 200,000; AID 2205, 2009;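 active means plate Z-score above 3 for both tubulin-high and condensed-nucleus cell shares, with cell loss under 80%, at 10 µM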;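 further: anti alpha tubulin signal scored within the nucleus-defined area of each cell; some results filed as inactive read as strong as hits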
human PMI inhibition = inhibitors of human PMI, primary screen, biochemical, fluorescence intensity, coupled assay (AID 1209). Mannose-6-phosphate isomerase (Homo sapiens). purified PMI enzyme, coupled fluorescence intensity; higher % means a stronger effect. inhibition, % at 20 µM, or IC50 in µM where a hit was titrated. hit rate 0.42% among 190,000; in the data active means inhibition above about 50%;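 further: plate controls were DMSO vehicle for no effect and wells lacking substrate for full effect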
Dynein transport cytoplasmic EGFP = second read-out of Dynein transport, no call of its own (marks repeat the call); z-score; measured here: cytoplasmic GR-EGFP intensity; hits give high values
Dynein transport nuclear GR-EGFP = second read-out of Dynein transport, no call of its own (marks repeat the call); z-score; measured here: nuclear GR-EGFP intensity;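 lower value marks the stronger effect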
Dynein transport cell count = further read-out of Dynein transport, marked with its call; z-score; measured here: cell count per field
Ins promoter up cell count = second read-out of Ins promoter up, no call of its own (marks repeat the call); cell count; measured here: cytotoxicity, nuclei count;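 total cells summed across four imaged fields per well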
Hep lipid drop cells 6.5 µM = also measured in Hep lipid drop; calls as there; cell count; measured here: cell count, cytotoxicity flag;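 cells counted across two imaged fields per well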
bCat nuc transl cell count 5 µM = further read-out of bCat nuc transl, marked with its call; cell count; measured here: cell count, cytotoxicity flag
T cell modulator vesicle-bound % = second read-out of T cell modulator, no call of its own (marks repeat the call); double positive events, %; measured here: CD8+ vesicle-bound cell fraction;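 binding gate set so that unloaded-vesicle control wells show 10% double positive cells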
MT stabilize HCS Hoechst-high % = further read-out of MT stabilize HCS, marked with its call; % Hoechst-high responders; measured here: nuclear condensation Hoechst responders;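 share of cells brighter than vehicle mean plus two SD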
MT stabilize HCS cytotoxicity % = second read-out of MT stabilize HCS, no call of its own (marks repeat the call); toxicity, %; measured here: cytotoxicity by cell density;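 0% = mean cell density of plate MIN control wells and 100% = no cells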
Myeloid diff 2 GFP+ MAC1+ % = further read-out of Myeloid diff 2, marked with its call; GFP+ MAC1+ double positive, %; measured here: differentiation confirmed by MAC1 staining
* hit, by the source's call; i = inactive; nt = not tested or not shown.

Results follow in this order: Myeloid diff 2, T cell modulator vesicle-bound %, Hep lipid drop, Ins promoter up cell count, MT stabilize HCS cytotoxicity %, MT stabilize HCS Hoechst-high %, Dynein transport nuclear GR-EGFP, MT stabilize HCS, TNAP activation fold, Dynein transport, Myeloid diff 2 GFP+ MAC1+ %, Dynein transport cytoplasmic EGFP, bCat nuc transl cell count 5 µM, human PMI inhibition, bCat nuc transl, Hep lipid drop cells 6.5 µM, Dynein transport cell count, T cell modulator, Ins promoter up
1	CC1CN(C(=O)N2c3ccccc3Sc3ccccc32)C(C)CC1=O (stereo not drawn)
  i, 20, nt, 1034, 1.2, 1.7, -0.17, 2.4, 1, -0.45, 1.0, 0.081, 1117, 12%, -0.6, nt, 0.33, i, -0.3
2	CC(C1CC2CCC1C2)n1c(COc2ccccc2F)nnc1SCC(N)=O (stereo not drawn)
  i, 2, nt, 1166, 9.4, 1.9, 1.6, 3.4, 0.9, 3.2, 1.7, -0.07, 1407, -6%, -0.9, nt, -1.4, i, -0.39
3	CCC(C(=O)NCc1ccc(OC)cc1)n1nc(C)n2c(cc3occc32)c1=O (stereo not drawn)
  i, 55, -3, 876, 22, 1.5, 0.2, 2.0, 1, 0.68, 0.9, -0.15, 1226, 14%, 1.2, 780, -0.91, i, 0.48
4	Cn1cnc2c(N3CCCCC3)nccc21
  i, 39, -13, 1165, 6.5, 1.5, -0.15, 1.2, 1, -0.68, 1.5, -0.24, 1016, 9%, -0.9, 650, 0.86, i, 0.7
5	COc1ccc(N(CC(=O)NCC2CCCO2)S(=O)(=O)c2ccc(C)cc2)cc1OC (stereo not drawn)
  i, 33, -1, 930, 6.8, 2.8, -0.072, 3.9, 1.1, 0.0089, 0.8, -0.28, 1261, -1%, -2.8, 713, 0.76, i, 0.87
6	CC(=O)c1c(-c2ccc(C)cc2)nc2c3ccccc3ccn12
  i, 14, 5, 1502, 7.1, 2.6, 0.35, 4.6, 1.1, -0.44, 0.1, -0.32, 1111, 12%, -3.7, 688, 1.3, i, 0.03
7	C/C(NC(=O)c1cccc(F)c1)=C1/C(=O)C[C@@H]2[C@H]1C2(C)C
  i, 21, -4, 857, 4.0, 1.1, 0.39, 1.8, 1, 0.33, 0.3, 0.18, nt, -7%, nt, 789, -1.6, i, 0.45
8	O=C(CN1CCCC1)Nc1ccccc1C(=O)c1ccccc1
  i, 39, -4, nt, nt, nt, 0.11, nt, nt, 0.68, 0.3, -0.2, 1089, nt, -2.8, 681, 0.15, i, nt
9	O=C(CCCN1C(=O)c2ccccc2C1=O)Nc1ccc2c(c1)OCCO2
  i, 36, 12, 1583, 2.7, 1.5, -0.1, 1.5, 1.1, -0.59, 0.3, -0.27, 1076, 1%, -4.5, 647, 0.72, i, 0.3
10	CCOC(=O)C1(Cc2cccc(OC)c2)CCN(Cc2ccc(C)s2)CC1
  i, 59, -6, 1336, 0.2, 1.5, 0.27, 2.2, 1.1, 0.21, 1.5, 0.057, 1157, 8%, -0.1, 673, -0.24, i, -1.9
11	Clc1ccc(C[n+]2csc3ccccc32)cc1
  i, 13, -31, 758, 3.5, 2.0, 0.96, 5.5, 0.9, 1.9, 1.2, -0.26, nt, -43%, nt, 677, -1.2, i, -0.3
12	CSc1ccc(N2CCN(CCCNC(=O)Nc3ccccc3F)CC2)cc1
  i, 10, 14, nt, 8.1, 1.2, 0.2, 1.3, 1.1, -0.24, 0.5, 0.13, nt, 10%, nt, 761, -0.12, i, nt
13	COc1ccc(N2C(=O)c3ccc(C(=O)OC(C)C)cc3C2=O)cc1
  i, 23, -6, 1193, 2.7, 1.9, -0.26, 2.8, 1.1, -0.15, 1.0, -0.25, 1180, -1%, 0.6, 726, 0.87, i, 0.15
14	CCC(=O)Oc1ccc(/C(CC)=C(\CC)c2ccc(OC(=O)CC)cc2)cc1
  i, 16, 16, nt, 1.9, 3.2, 0.25, 4.4, 1.1, -0.51, 1.1, -0.27, nt, -2%, nt, 717, 0.74, i, nt
15	CCc1nnc2sc(-c3cc(-c4ccccc4)nc4ccccc34)nn12
  i, 30, 6, 1291, 8.5, 1.0, -0.49, 2.7, 1, -0.6, 0.9, -0.23, 1044, 8%, 0.1, 777, 0.96, i, -0.42
16	Cc1[nH]n(-c2cccc3ccccc23)c(=O)c1/C=N/NC(=O)c1cccc([N+](=O)[O-])c1
  i, 44, -4, 1287, 13, 1.2, 0.26, 1.4, 0.5, -0.051, 1.1, 0.35, 550, -14%, -2.5, 667, 0.2, i, 0.46
17	Cc1cccc(NC(=O)CC2NCCNC2=O)c1 (stereo not drawn)
  i, 22, 17, 948, 10.0, 1.2, 0.36, 1.8, 1.2, 0.067, 1.6, -0.29, nt, -5%, nt, 814, 0.82, i, 1.1
18	CC(C)(C)NC(=O)C(=O)NCCC1=CCCCC1
  i, 8, 2, 1276, 6.6, 2.5, -0.44, 5.8, 1, -0.37, 0.4, -0.22, 515, -1%, -4.5, 601, 0.69, i, 0.96
19	CC(C)(C)NC(=O)C1CCN(c2ccc(S(=O)(=O)N3CCOCC3)cc2Cl)CC1
  nt, 40, 1, 1517, 7.4, 1.2, 0.66, 2.7, 1.1, 1.3, nt, -0.067, 985, 4%, -0.6, 698, -1.7, i, -0.3
20	CCOC(=O)c1cccc(NC(=O)C2CCCO2)c1 (stereo not drawn)
  i, 35, 9, 1233, 2.7, 1.7, 0.076, 2.7, 1.1, 0.089, 0.4, -0.25, 1042, 6%, -0.3, 753, 0.33, i, -0.41
21	COc1ccc(NS(=O)(=O)c2ccc(NC(=S)NC(=O)/C=C/c3ccccc3)cc2)nn1
  i, 41, -11, 1451, 5.8, 2.6, 0.54, 4.5, 1.1, 0.11, 1.6, -0.21, 1090, 21%, -3.5, 659, -0.51, i, 0.25
22	CCN1C(=O)/C(=C\c2ccc3c(c2)OCO3)C(C(=O)OC)=C1C
  i, 26, nt, 1451, 0.6, 1.4, -0.93, 3.1, 1, -2.2, 0.7, -0.07, 1382, -11%, 1.0, nt, -0.25, i, -0.22
23	CC(C)(C)NS(=O)(=O)c1ccc(NS(=O)(=O)Cc2ccccc2)cc1
  i, 24, 7, 1003, 10, 2.0, 0.47, 1.6, 1.1, 0.86, 7.4, -0.21, 1253, -1%, -6.2, 776, -0.15, i, -0.68
24	Cc1cc(NC(=O)NC(=O)c2cccc(OC(F)(F)C(F)F)c2)n[nH]1
  i, 33, 4, 1305, 2.0, 1.0, -0.59, 1.3, 1.1, -1.1, 1.1, -0.25, nt, 9%, nt, 704, 0.058, i, -1.6
25	Cc1ccc(-c2noc(-c3cc(C(C)(C)C)nn3Cc3ccccc3)n2)cc1
  i, 14, 9, 1453, nt, nt, 0.53, nt, nt, 2.1, 0.5, -0.2, 1128, nt, 3.4, 668, -1.6, i, 0.87
26	CC(=O)c1cnc2c(-c3ccccc3)c(C(F)(F)F)nn2c1C
  i, 49, -12, 1446, 1.3, 2.7, 0.71, 3.1, 1, 1.6, 0.4, -0.062, 1463, 6%, 0.3, 645, -0.51, i, -0.27
27	O=C1/C(=C/c2cccs2)SC(=S)N1N1CCOCC1
  i, 7, nt, 1502, nt, nt, -0.12, nt, nt, 0.22, 0.7, -0.27, 1270, nt, -0.5, nt, -0.24, i, -1.7
28	CCOC(=O)N1CCN(S(=O)(=O)c2ccc(C(=O)Nc3nc4ccccc4s3)cc2)CC1
  i, 4, nt, 1033, 5.6, 4.3, 0.17, 4.9, 1, -0.099, 11, -0.22, 1339, 1%, -1.0, nt, 0.048, i, 1.2
29	Cc1cccc(C)c1NC(=S)N(CCCN1CCOCC1)Cc1cccnc1
  i, 35, 6, 1170, 0.4, 1.9, -0.012, 1.7, 1.1, -0.031, 0.4, -0.27, 1070, -9%, -0.9, 668, 0.23, i, -0.03
30	Cn1nccc1NC(=O)CC(CC(=O)O)c1ccccc1 (stereo not drawn)
  i, 49, 6, 1550, nt, nt, -0.39, nt, nt, -0.33, 0.6, -0.22, 1087, nt, 0.4, 676, 1.3, i, -0.7
31	COc1ccc(CCn2c(N)cc(=O)[nH]c2=S)cc1OC
  i, 35, 0, 1899, 1.5, 3.1, -0.45, 2.6, 1, 0.51, 0.8, -0.24, 1046, 7%, 0.1, 600, -0.37, i, -0.29
32	Cc1occc1-c1n[nH]c(=S)n1C
  i, 59, 5, 1261, 0.6, 2.5, 1.2, 3.4, 0.9, 1.9, 0.7, -0.035, 1047, -16%, -2.2, 691, -1.2, i, -0.64
33	COC(=O)c1ccccc1NC(=O)NCc1ccncc1
  i, 48, -17, 1470, 14, 3.0, -0.42, 2.1, 1, -0.81, 0.1, -0.41, 1506, -5%, 0.0, 639, 1.7, i, -0.14
34	Cc1sc(NC(=O)CSc2nnc(C)c(=O)[nH]2)c(C#N)c1C
  i, 27, nt, 1448, 4.0, 2.4, -0.56, 2.8, 1.1, -1.1, 1.1, -0.31, 1013, -5%, -1.5, nt, 0.79, i, -1.2
35	CCN(CC)S(=O)(=O)c1ccc(C(=O)NCc2ccc3c(c2)cc(C)n3C)cc1
  i, 21, 33, 2043, 8.6, 4.6, 1.8, 5.8, 1, 2.1, 2.8, 1.4, 1074, 20%, 0.6, 628, -1.1, i, 0.21
